Screening data as filed in PubChem BioAssay.
GLS inh: qHTS for Inhibitors of Glutaminase (GLS); AID 624170, 2012; Potency, µM (titrated, usually from 45.5 µM), inactives show at the top dose activity change, negative = inhibition, actives largely listed as inhibitors; Glutaminase kidney isoform, mitochondrial (Homo sapiens), O94925; GLS enzymatic activity, qHTS titration; 410,000 compounds, 0.21% hits; note: potency is the fitted concentration of half-maximal effect; % is set by controls: 0 for no effect and ±100 for the full control effect
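hKGA; 45 mM KH2PO4 pH 8.2 + 0.02% Tween-20; cpd via pin tool; 1 mM Gln soln; GluOx/HRP/Amplex Red; RT 30 min; fluor. t0 & final.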
mIDH1 inhibitor: qHTS for Inhibitors of mutant isocitrate dehydrogenase 1 (IDH1): qHTS | Isocitrate dehydrogenase [NADP] cytoplasmic (Homo sapiens), O75874 | IDH1-R132H enzyme, NADPH consumption, diaphorase/resazurin fluorescence | Potency, µM (series often up to 76.6 µM), without a hit: at the top dose activity change, negative = inhibition, hits mostly inhibitors | 390,000 compounds, 0.093% hits; note: potency is the fitted concentration of half-maximal effect; % is set by controls: 0 for no effect and ±100 for the full control effect; nearly all actives have a fitted effect of over 65% in size
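IDH1-R132H (0.5 ug/mL) preincubated 30 min with compound, then NADPH (0.016 mM) and alpha-KG (2 mM) added; 80 min at RT, pH 7.5. Remaining NADPH coupled via diaphorase/resazurin to fluorescence (540/590 nm); concentration-response curves normalized to no-enzyme control.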
USP1-UAF1 inh: Inhibitors of USP1/UAF1: Primary Screen; Ubiquitin carboxyl-terminal hydrolase 1 (Homo sapiens), O94782; recombinant USP1/UAF1, Ub-Rhodamine cleavage fluorescence; Potency, µM (titrated, usually from 57.1 µM), inactives show at the top dose activity change, negative = inhibition, actives largely listed as inhibitors; 390,000 compounds, 0.23% hits; AID 743255, 2014; note: potency is the fitted concentration of half-maximal effect; % is set by controls: 0 for no effect and ±100 for the full control effect; nearly all actives have a fitted effect of over 60% in size; inactives centre near -12
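USP1/UAF1 complex (1 nM) preincubated 15 min at room temperature with compound, then Ub-Rho substrate (150 nM final) added. Kinetic fluorescence at 480/540 nm over 6 reads at 60 s intervals; 50 mM HEPES pH 7.8, 0.5 mM EDTA, 0.1 mg/ml BSA, 1 mM TCEP, 0.01% Tween-20.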
HP1b chromo inh: HTS for Inhibitors of HP1-beta Chromodomain Interactions with Methylated Histone Tails | Chromobox protein homolog 1 (Homo sapiens), P83916 | AlphaScreen HP1-beta / biotin-H3K9me3 peptide binding | Potency, µM (series often up to 114 µM), without a hit: at the top dose activity change, negative = inhibition, most hits filed as inhibitors | 390,000 compounds, 0.56% hits | AID 540317, 2011; note: potency is the fitted concentration of half-maximal effect; nearly all actives have a fitted effect of over 70% in size; inactives centre near 23
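AlphaScreen: HP1-beta (50 nM) preformed 30 min with biotin-H3(1-18)K9me3 peptide (50 nM) in PBS pH 7.4, 0.01% Tween-20. Compound added for 30 min at RT, then streptavidin donor/nickel chelate acceptor beads (10 ug/mL) for 30 min.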
Pin1 inhibitor: qHTS Assay to Find Inhibitors of Pin1; Peptidyl-prolyl cis-trans isomerase NIMA-interacting 1 (Homo sapiens), Q13526; Pin1 FP peptide displacement, HiFluor488, 10 min; Potency, µM (doses to about 115 µM), for the others: top-dose activity, negative = inhibition, actives largely listed as inhibitors; 390,000 compounds, 0.009% hits; active = well fitted inhibition curve with a large enough effect in the polarisation, with a control signal flat, not every such curve was filed as active; inconclusive = small, poorly fitted or top-dose-only effect, or effect the other way, or a change in a side signal; inactive = no such curve, though single readings can be large or run the other way; the % refers to the polarisation; note: potency is the fitted concentration of half-maximal effect; % is set by controls: 0 for no effect and ±100 for the full control effect
TrxR1 substrate: qHTS Assay for Substrates of Mammalian Selenoprotein Thioredoxin Reductase 1 (TrxR1): qHTS. Thioredoxin reductase 1, cytoplasmic (Rattus norvegicus), O89049. Potency, µM (series often up to 114 µM), without a hit: top-dose activity change, negative = substrate turnover. purified TrxR1 substrate turnover, NADPH consumption readout. 390,000 compounds, 0.01% hits; note: potency is the fitted concentration of half-maximal effect; % is set by controls: 0 for no effect and ±100 for the full control effect; nearly all actives have a fitted effect of over 50% in size
Target sequence (O89049 whole entry, looked up): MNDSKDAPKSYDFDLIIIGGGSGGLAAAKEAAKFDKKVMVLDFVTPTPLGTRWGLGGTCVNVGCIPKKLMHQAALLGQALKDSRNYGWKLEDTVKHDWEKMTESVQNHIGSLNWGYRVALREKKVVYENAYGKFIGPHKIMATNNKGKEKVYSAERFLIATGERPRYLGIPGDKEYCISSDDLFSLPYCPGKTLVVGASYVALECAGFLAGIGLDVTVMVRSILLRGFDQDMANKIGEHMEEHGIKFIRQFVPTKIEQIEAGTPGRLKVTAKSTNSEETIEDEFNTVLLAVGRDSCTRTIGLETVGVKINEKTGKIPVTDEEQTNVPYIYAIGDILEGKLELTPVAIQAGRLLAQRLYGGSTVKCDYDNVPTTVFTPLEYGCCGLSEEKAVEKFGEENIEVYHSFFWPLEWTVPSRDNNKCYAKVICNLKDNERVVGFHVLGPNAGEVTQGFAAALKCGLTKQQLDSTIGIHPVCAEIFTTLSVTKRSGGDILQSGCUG
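Rat TrxR1, dispensed at 90 nM, was prereduced with 400 uM NADPH (final) for 5 min at ~22 deg C, then incubated with compound 15 min before 400 uM selenite. A first-read NADPH fluorescence drop versus no-compound background flagged substrates.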
PI4K2A block: qHTS for small molecular inhibitors of PI4K2A. purified PI4K2A, ADP-Glo luminescence, 1 h; hits give low values. activity change, negative = inhibition, % at 76.9 µM. 420,000 compounds, 0.13% hits; in the data active = activity change below about -50%; inconclusive = mostly about -30% to -49%;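 note: -100% = wells without enzyme as full effect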
Target sequence (Q9BTU6 whole entry, looked up): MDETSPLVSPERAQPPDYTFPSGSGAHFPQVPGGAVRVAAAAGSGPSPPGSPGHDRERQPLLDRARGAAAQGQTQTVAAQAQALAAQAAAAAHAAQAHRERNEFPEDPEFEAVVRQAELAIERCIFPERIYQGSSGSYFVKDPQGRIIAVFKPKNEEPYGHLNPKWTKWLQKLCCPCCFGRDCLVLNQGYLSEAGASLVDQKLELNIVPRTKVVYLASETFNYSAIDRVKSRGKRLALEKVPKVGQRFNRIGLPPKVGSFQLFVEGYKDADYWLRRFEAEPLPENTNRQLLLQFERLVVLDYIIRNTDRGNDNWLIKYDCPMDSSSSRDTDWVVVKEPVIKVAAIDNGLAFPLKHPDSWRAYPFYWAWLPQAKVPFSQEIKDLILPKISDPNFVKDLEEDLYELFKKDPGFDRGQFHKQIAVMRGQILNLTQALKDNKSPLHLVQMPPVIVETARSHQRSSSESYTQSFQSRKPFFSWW
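PI4K2A activity was measured by ADP-Glo luminescence: enzyme (4 ug/mL stock) and phosphatidylinositol (1.2 mM stock) in Tris pH 7.5/MgCl2/EGTA/Triton X-100 buffer were reacted with ATP (300 microM stock) for one hour at ambient temperature.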
rTrxR1 inhibitor: qHTS Assay for Inhibitors of Mammalian Selenoprotein Thioredoxin Reductase 1 (TrxR1): qHTS. recombinant rTrxR1, NADPH fluorescence consumption, selenite substrate. Potency, µM (series often up to 114 µM), without a hit: at the top dose activity change, negative = inhibition, usual class: inhibitors. 390,000 compounds, 1% hits. AID 588453, 2011; note: potency is the fitted concentration of half-maximal effect; % is set by controls: 0 for no effect and ±100 for the full control effect; nearly all actives have a fitted effect of over 65% in size
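Rat TrxR1 (90 nM in the dispensed reagent) was pre-reduced with 400 uM NADPH for 5 min at room temperature, then incubated with compound for 15 min. After 400 uM selenite was added, NADPH fluorescence (Ex 340/Em 450 nm) was followed for 8 min.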
Tb PGK inh: qHTS Assay to Find Inhibitors of Phosphoglycerate Kinase; Potency, µM (series often up to 57.5 µM), for the others: at the highest dose activity change, negative = inhibition, usual class: inhibitors; 380,000 compounds, 0.043% hits; Phosphoglycerate kinase, glycosomal (Trypanosoma brucei brucei), P07378; PGK/GAPDH coupled, Kinase-Glo luminescence, 60 min; AID 602233, 2012; note: potency is the fitted concentration of half-maximal effect; % is set by controls: 0 for no effect and ±100 for the full control effect; nearly all actives have a fitted effect of over 60% in size
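Luminescent ATP detection (Kinase-Glo Plus) follows a 60-minute room-temperature incubation, with wells lacking PGK as controls. Buffer: 100 mM TEA (pH 7.6), 5 mM MgCl2, 0.01% Tween-20. Coupling enzyme GAPDH (100 nM final) supplies unstable 1,3-BPG in-well.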
* marks the source's active call; other numbers are inactive results; i = inactive; ? = inconclusive; [ ] = another dose, or the depositor's remark. Unless noted, calls come from the whole dose curve; as a rule, active = well fitted curve in the direction sought with a large enough effect; inconclusive = small, poorly fitted or top-dose-only effect, or another doubt; inactive = no such curve, though single readings can be large; an effect the other way counts as inactive or inconclusive. These rows are one share of the data (hit frequency here may not be typical).

smiles,GLS inh,mIDH1 inhibitor,USP1-UAF1 inh,HP1b chromo inh,Pin1 inhibitor,TrxR1 substrate,PI4K2A block,rTrxR1 inhibitor,Tb PGK inh
Cn1c(=O)c(=O)n(C)c2cc(S(=O)(=O)N3CCN(c4ccccc4)CC3)ccc21,2.3%,0.0%,11.4%,28.0%,-8.3%,0.3%,-8.2,14.3%,i
COc1ccc(OC)c(NC(=O)c2ccc(Cl)cc2)c1,-3.9%,15.4%,-3.2%,44.6%[activator],-17.4%,4.7%[57.1 µM],-1.4,14.4%[57.1 µM],-4.9%
CN1CCN(S(=O)(=O)c2ccc(NN)nc2)CC1,-24.6%,2.5%,-13.8%,19.1%,-5.7%,-7.5%,-6.0,-11.3%,1.2%
COc1cc2c(cc1OC)C(C(=O)NCc1ccco1)C(c1cccs1)N(C)C2=O (stereo unspecified),-4.6%,6.9%,-17.3%,16.4%,-3.0%,-2.9%,-4.5,-17.1%,-0.5%
Cc1onc(-c2ccccc2)c1CNS(=O)(=O)c1ccc(F)cc1F,0.2%,-3.5%,-20.8%,45.0%[activator],5.6%,0.8%,0.1,18.8%,2.6%
O=C(O)c1cccc(N/N=C(\N=Nc2ccccc2)c2ccccc2)c1,25.0%,-7.1%,-13.1%,35.5µM*,?,-7.6%,-17.6,-7.2%,-8.1%
Cc1cccc(N2C(=O)CC(N3CCOCC3)C2=O)c1 (stereo unspecified),-1.2%,-0.5%,-21.1%,51.2%[activator],51.5%,18.1%[57.1 µM],-1.0,25.2%[57.1 µM],1.8%
CCOC(=O)N1CCC(NC(=O)CSc2cc(=O)n(CC)c3ccccc23)CC1,2.2%,4.8%,-10.7%,50.2%[activator],-1.2%,1.2%,6.1,2.5%,i
CN(C)c1nc(Oc2ccc(C(=O)OCC(=O)Nc3ccccc3)cc2)nc(N(C)C)n1,1.2%,-3.1%,-6.0%,26.7%,29.8%,-7.5%,-2.9,7.0%,-0.1%
CC(C)OC(=O)NCCOC(=O)Nc1cccc(Cl)c1,-1.4%,7.5%,-14.3%,28.2%,1.6%,30.4%[57.1 µM],-3.4,22.3%[57.1 µM],-2.3%
CC(C)CN(CCNC(=O)c1cn(C)c2ccc(S(=O)(=O)N3CCOCC3)cc2c1=O)CC(C)C,13.1%,0.4%,-23.3%,28.6%,-3.8%,2.2%,0.8,9.1%,-8.1%
COC(=O)c1ccc(NC(=O)C(=O)NCC(c2cccnc2)N2CCc3ccccc32)cc1 (stereo unspecified),-0.7%,14.2%,2.2%,11.3%,4.3%,3.6%[11.4 µM],1.6,15.2%,-3.0%

Sorted by heavy-atom count (high to low): three of the compounds above.
smiles,GLS inh,mIDH1 inhibitor,USP1-UAF1 inh,HP1b chromo inh,Pin1 inhibitor,TrxR1 substrate,PI4K2A block,rTrxR1 inhibitor,Tb PGK inh
CC(C)CN(CCNC(=O)c1cn(C)c2ccc(S(=O)(=O)N3CCOCC3)cc2c1=O)CC(C)C,13.1%,0.4%,-23.3%,28.6%,-3.8%,2.2%,0.8,9.1%,-8.1%
CCOC(=O)N1CCC(NC(=O)CSc2cc(=O)n(CC)c3ccccc23)CC1,2.2%,4.8%,-10.7%,50.2%[activator],-1.2%,1.2%,6.1,2.5%,i
CC(C)OC(=O)NCCOC(=O)Nc1cccc(Cl)c1,-1.4%,7.5%,-14.3%,28.2%,1.6%,30.4%[57.1 µM],-3.4,22.3%[57.1 µM],-2.3%

Carrying on:
smiles,GLS inh,mIDH1 inhibitor,USP1-UAF1 inh,HP1b chromo inh,Pin1 inhibitor,TrxR1 substrate,PI4K2A block,rTrxR1 inhibitor,Tb PGK inh
O=C(CCN1C(=O)c2ccccc2C1=O)C1=NN[C@@H]2C(=O)N(c3ccc(F)cc3)C(=O)[C@H]12,-4.6%,2.3%,-13.5%,28.1%,-11.9%,-8.9%,1.2,?,i
Cc1ccc2oc(C(=O)N(C)Cc3ccc(C)o3)c(C)c2c1,-3.2%,5.5%,-20.6%,-13.7%,1.8%,-5.0%,-3.2,7.08µM*,-9.7%
CCn1c(COc2ccc(C)cc2)nnc1SCc1ccc(C#N)cc1,9.2%,-0.3%,-3.8%,23.2%,3.6%,-2.8%,-8.2,-0.8%,5.9%
COc1ccc(CCNC(=O)CCc2c(C)nc3cc(-c4ccccc4)nn3c2C)cc1OC,1.3%,6.4%,-3.7%,21.0%,2.1%,6.6%,-3.6,5.7%,1.9%
COc1ccc(CNC(=O)C(NS(=O)(=O)c2cccc3nsnc23)C(C)C)cc1 (stereo unspecified),-0.1%,-0.7%,-15.9%,29.6%,-7.6%,1.7%,5.7,17.1%,0.7%
Cc1cc(Br)ccc1N=C1NC(=O)CS1,-8.2%,0.4%,-19.7%,-7.1%,0.4%,5.8%,2.3,23.7%,i
C[C@@H](C(=O)OCn1nnc2ccccc2c1=O)N1C(=O)C2CCCCC2C1=O (stereo partly specified),-0.8%,-3.1%,-9.1%,22.4%,2.1%,-0.7%,4.8,2.5%,-1.3%
COc1ccc(OC)c(NC(=O)c2c(N3CCCC3=O)c3cc(OC)ccc3n2C)c1,3.1%,-7.9%,?,-0.4%,-0.8%,-11.6%,-3.4,-6.1%,-10.2%
C/C(=N\OC(=O)c1ccc(Br)cc1)c1ccccn1,1.1%,0.5%,-8.0%,62.1%[activator],1.9%,3.7%,-21.0,12.5%,-23.4%
COc1ccccc1N1CCN(C(=O)c2c(-c3c(F)cccc3Cl)noc2C)CC1,-5.6%,0.0%,-24.1%,28.7%,-3.8%,-5.7%,-2.4,-4.5%,i
O=C1CC(c2ccccc2)Oc2ccc(Cl)cc21 (stereo unspecified),21.5%,4.1%,-20.1%,86.5%[activator],-10.0%,3.6%[11.4 µM],15.2,2.1%[11.4 µM],1.2%
CCOC(=O)Cn1c(=O)oc2cc(S(=O)(=O)Nc3cc(Cl)ccc3OC)ccc21,4.0%,-2.6%,?,34.7%,24.5%,-0.4%,-1.1,6.7%,7.0%
CC(C)(C)C1CCC(=NNC(=O)CN(c2ccccc2)S(C)(=O)=O)CC1 (stereo unspecified),9.5%,-1.1%,-12.5%,-5.3%,0.5%,2.1%,2.9,0.2%,5.3%
CCc1cccc2c1NC1(CCCC1)CC2C (stereo unspecified),16.6%,-4.4%,-16.1%,-5.6%,2.0%,-6.9%,-0.8,-2.5%,-7.6%
CCn1cc(S(=O)(=O)c2ccccc2)c(=O)c2cc(F)c(F)cc21,1.1%,-1.8%,-1.6%,43.2%[activator],-1.3%,-3.6%,0.3,-10.7%,-0.1%
COc1ccc([N+](=O)[O-])cc1NC(=O)Nc1ccccc1,4.9%,13.4%,-24.4%,6.9%,-0.3%,-10.3%,-3.2,-17.5%,-9.2%
Cc1cccc(C(=O)NC(=O)Nc2ccc(-c3cc(C(F)(F)F)nn3-c3ccccc3)cc2)c1,11.8%,5.3%,-22.3%,42.0%[activator],5.1%,-4.4%[57.1 µM],-2.2,4.6%[57.1 µM],-7.0%
O=S(=O)(CC12C3C4C5C1C2C(Br)(C43)C51OCCO1)c1ccccc1 (stereo unspecified),11.2%,-0.9%,-2.9%,28.1%,-3.0%,-0.9%,4.8,7.2%,3.7%
CCc1cccc(OCC(=O)Nc2c[nH]c(=O)[nH]c2=O)c1,4.9%,-0.8%,-16.9%,23.2%,10.3%,5.7%[57.1 µM],2.0,18.2%[57.1 µM],-3.9%
C[C@H](CO)N1C[C@H](C)[C@@H](CN(C)S(=O)(=O)c2cccs2)Oc2ccc(NS(=O)(=O)c3ccccc3)cc2C1=O,-3.2%,2.8%,-26.8%,27.6%,-4.9%,-1.1%,-2.8,2.1%,i
O=C(O)CC/C(=N\NC(=O)CNC(=O)c1cccc(Cl)c1)c1ccccc1,4.8%,-4.2%,2.7%,15.0%,-0.9%,9.4%[57.1 µM],3.0,7.8%[57.1 µM],-5.3%
Cc1ccccc1C(=O)Nc1nnc(-c2ccco2)s1,2.3%,0.0%,-7.9%,-10.0%,11.5%,-30.1%,1.2,-11.4%,i
CCCN1C(=O)C(O)(C2COC(C)(C)CC2=O)c2ccccc21 (stereo unspecified),7.5%,-4.5%,-2.2%,-18.9%,-4.5%,7.7%,1.0,22.0%[57.1 µM],-6.9%
